High-throughput results (PubChem)
p53 PUMA act: re-activators of the mutant p53 pathway | activation, % at 9.98 µM | SW480 PUMA-promoter luciferase, p53 mutant reactivation | 28,000 tested, 1.5% active; in the data active means activation above about 52%
STK33 inh: blocks human STK33 kinase activity; inhibition, % at 12.5 µM; 27,000 tested, 0.44% active; ADP-Glo luminescence, MBP substrate; in the data active means inhibition above about 20%
Target sequence (Q9BYT3 whole entry, looked up): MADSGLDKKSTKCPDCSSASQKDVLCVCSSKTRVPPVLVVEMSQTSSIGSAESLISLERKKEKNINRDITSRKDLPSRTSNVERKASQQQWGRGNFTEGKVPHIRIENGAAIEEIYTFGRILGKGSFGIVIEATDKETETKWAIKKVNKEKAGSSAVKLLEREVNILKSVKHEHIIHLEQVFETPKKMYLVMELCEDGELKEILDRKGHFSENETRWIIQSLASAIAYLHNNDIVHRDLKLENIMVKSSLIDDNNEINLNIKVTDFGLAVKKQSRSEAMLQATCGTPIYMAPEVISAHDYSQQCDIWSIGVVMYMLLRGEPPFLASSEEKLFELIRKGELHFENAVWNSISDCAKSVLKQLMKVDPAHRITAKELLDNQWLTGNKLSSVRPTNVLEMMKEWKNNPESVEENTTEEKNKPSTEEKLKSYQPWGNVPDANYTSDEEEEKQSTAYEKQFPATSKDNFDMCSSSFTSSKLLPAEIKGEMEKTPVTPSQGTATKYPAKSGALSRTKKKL
An asterisk follows results filed as active; . = no result given. Not all compounds are listed, so the mix of outcomes need not match the whole.

SMILES | p53 PUMA act | STK33 inh
Cn1nc(C(C)(C)C)cc1C(=O)Nc1cccnc1 | . | 1
CNC[C@@H]1OCCCC[C@H](C)Oc2ccc(NS(=O)(=O)c3cn(C)cn3)cc2C(=O)N([C@@H](C)CO)C[C@H]1C | -11 | .
CC(=O)NC1=NN(C(C)=O)C(/C=C/c2ccccc2)S1 (centres undefined) | -8 | .
CC(C)NC(=O)Nc1ccc2c(c1)CC(=O)N([C@H](C)CO)C[C@@H](C)[C@@H](CN(C)C(=O)Nc1ccccc1)O2 | . | -1
C[C@@H]1CN([C@H](C)CO)C(=O)c2cccc(NC(=O)NC3CCCCC3)c2O[C@H]1CN(C)C(=O)Nc1ccc(C(F)(F)F)cc1 | 2 | .
O=C(CSc1nnc(-c2ccccc2O)n1-c1ccccc1)N1CCc2ccccc21 | -24 | 0
C[C@@H]1CN([C@H](C)CO)C(=O)CCCn2cc(nn2)CO[C@@H]1CN(C)C(=O)Nc1ccccc1 | . | -7
C[C@H](CO)N1C[C@H](C)[C@H](CN(C)C(=O)c2cnccn2)Oc2ncc(-c3cccc(C#N)c3)cc2C1=O | 2 | .
COc1ccc(-n2c(SCC(=O)N3CCOCC3)nnc2-c2ccc(Cl)cc2)cc1 | -3 | 0
C[C@H](CO)N1C[C@H](C)[C@@H](CN(C)C(=O)Nc2ccccc2)Oc2ccc(NS(=O)(=O)c3ccc(Cl)cc3)cc2C1=O | 8 | .
C[C@H](CO)N1C[C@H](C)[C@@H](CN(C)C(=O)NC2CCCCC2)Oc2ccc(NS(=O)(=O)c3ccc(Cl)cc3)cc2C1=O | 6 | .
Cc1ccc2nc(-c3ccc(NC(=O)CSc4ncn[nH]4)cc3)sc2c1 | -65 | 0
C[C@@H]1CN([C@@H](C)CO)C(=O)Cc2cc(NC(=O)Nc3cccc4ccccc34)ccc2O[C@@H]1CN(C)Cc1ccc(C(F)(F)F)cc1 | . | 4
C[C@@H]1CN([C@@H](C)CO)C(=O)CCCn2nncc2CO[C@H]1CN(C)Cc1cccc2c1OCCCO2 | . | -3
COc1ccc(NC(=O)Nc2cccc3c2O[C@H](CN(C)C(=O)Nc2ccccc2)[C@H](C)CN([C@H](C)CO)C3=O)cc1 | 5 | .
Cc1cc(N(CC(=O)NC2CC2)S(C)(=O)=O)ccc1Br | 2 | -4
C[C@H]1CN([C@@H](C)CO)C(=O)CCCn2nncc2CO[C@H]1CN(C)C(=O)CCCN(C)C | . | -4
O=C(CSc1nc2ccccc2o1)Nc1ccc(Br)cc1Cl | 49 | 3
O=C(c1ccccc1)c1cc(Cl)ccc1NS(=O)(=O)c1ccccc1[N+](=O)[O-] | -15 | -6
Cc1noc(C)c1S(=O)(=O)N(C)C[C@H]1OCCCC[C@@H](C)Oc2ccc(NS(=O)(=O)c3cn(C)cn3)cc2C(=O)N([C@H](C)CO)C[C@@H]1C | . | 3

Full records, quoted from the list. Screens in order: p53 PUMA act | STK33 inh
Cc1ccc2nc(-c3ccc(NC(=O)CSc4ncn[nH]4)cc3)sc2c1 is listed as -65 | 0
CNC[C@@H]1OCCCC[C@H](C)Oc2ccc(NS(=O)(=O)c3cn(C)cn3)cc2C(=O)N([C@@H](C)CO)C[C@H]1C is listed as -11 | .
C[C@@H]1CN([C@@H](C)CO)C(=O)Cc2cc(NC(=O)Nc3cccc4ccccc34)ccc2O[C@@H]1CN(C)Cc1ccc(C(F)(F)F)cc1 is listed as . | 4

Later entries
SMILES | p53 PUMA act | STK33 inh
COC(=O)C(CC#Cc1ccc2c(c1)[C@]1(C(=O)N2)[C@H](C(=O)N2CCc3cc(OC)c(OC)cc3C2)[C@H]2C(=O)O[C@H](c3ccccc3)[C@H](c3ccccc3)N2[C@@H]1c1ccc(O)cc1)C(=O)OC | . | -3
N#Cc1c(-c2ccco2)cc(-c2cccs2)nc1OCc1ccc(F)cc1 | . | 1
CC(C)CC#Cc1cnc2c(c1)C(=O)N([C@@H](C)CO)C[C@@H](C)[C@H](CN(C)Cc1cccc(F)c1)O2 | -8 | .
COc1ccc([N+](=O)[O-])cc1N(CC(=O)Nc1ccccc1Br)S(C)(=O)=O | -3 | 2
COc1ccc(OC)c(NC(=O)COc2cc(C)cc(C)c2C)c1 | 27 | -1
Cc1ccc(-c2nnc3c4ccccc4c(C)nn23)cc1S(=O)(=O)NCC1CCCO1 (centres undefined) | -11 | -1
Cc1noc(C)c1S(=O)(=O)N(C)C[C@@H]1Oc2ccc(NC(=O)CCC(F)(F)F)cc2CC(=O)N([C@@H](C)CO)C[C@@H]1C | . | 4
COc1cccc(-c2ccc3c(c2)O[C@H](CN(C)C(=O)c2ccccc2F)[C@@H](C)CN([C@H](C)CO)S3(=O)=O)c1 | -15 | .
C[C@@H]1CN([C@@H](C)CO)C(=O)c2cc(NC(=O)Nc3ccccc3)ccc2O[C@@H]1CN(C)Cc1ccc(-c2ccccc2)cc1 | . | 2
C[C@H]1CN([C@@H](C)CO)C(=O)Cc2cc(NC(=O)C3CC3)ccc2O[C@H]1CN(C)C(=O)Nc1ccc(C(F)(F)F)cc1 | . | 5
CS(=O)(=O)N(CC(=O)Nc1cc(C(F)(F)F)ccc1Cl)c1cccc(F)c1 | 1 | 0
C[C@@H]1CN([C@@H](C)CO)S(=O)(=O)c2ccc(-c3ccc(C(=O)N(C)C)cc3)cc2O[C@@H]1CN(C)C(=O)C1CCOCC1 | -2 | .
Cc1csc2sc(-c3ccnc(SCC(=O)c4ccccc4)n3)c(C)c12 | . | -3
C[C@H]1CN([C@@H](C)CO)C(=O)Cc2cc(NS(=O)(=O)c3cn(C)cn3)ccc2O[C@@H]1CN(C)S(=O)(=O)c1ccc(Cl)cc1 | 6 | 1
C[C@@H]1CN([C@@H](C)CO)S(=O)(=O)c2ccc(C#CC3(O)CCCC3)cc2O[C@H]1CN(C)C(=O)c1cccnc1 | 16 | .
Cc1noc(C)c1S(=O)(=O)Nc1ccc2c(c1)C(=O)N([C@H](C)CO)C[C@H](C)[C@@H](CN(C)S(=O)(=O)c1cccs1)OCCCC[C@@H](C)O2 | . | 2
C[C@@H]1CN([C@@H](C)CO)C(=O)Cc2cc(NC(=O)Nc3ccc4c(c3)OCO4)ccc2O[C@@H]1CN(C)S(=O)(=O)c1cccs1 | . | 9
C[C@@H]1CCCCO[C@H](CN(C)C(=O)Nc2ccccc2)[C@H](C)CN([C@H](C)CO)C(=O)c2cc(NS(C)(=O)=O)ccc2O1 | -4 | .
CCOc1ccccc1CNc1nc2nc(C)c(Cl)c(C)n2n1 | 8 | -6
C[C@@H]1CCCCO[C@H](CN(C)C(=O)Cc2ccccc2)[C@H](C)CN([C@@H](C)CO)C(=O)c2cc(NC(=O)Nc3ccccc3)ccc2O1 | -32 | .

Quoted at random: two entries already listed
SMILES | p53 PUMA act | STK33 inh
CC(=O)NC1=NN(C(C)=O)C(/C=C/c2ccccc2)S1 (centres undefined) | -8 | .
Cc1ccc2nc(-c3ccc(NC(=O)CSc4ncn[nH]4)cc3)sc2c1 | -65 | 0

(listing goes on)
SMILES | p53 PUMA act | STK33 inh
C/C=C/c1ccc(OCCCN2C(=O)NC(C)(C)C2=O)c(OC)c1 | 25 | -7
COc1ccc(OC(=O)N(C)C[C@H]2OCc3cn(nn3)CCCC(=O)N([C@@H](C)CO)C[C@@H]2C)cc1 | . | -1
C/C=C/c1ccc2c(c1)O[C@@H](CN(C)C(=O)c1cnccn1)[C@H](C)CN([C@@H](C)CO)S2(=O)=O | 7 | .
CCCNC(=O)C[C@@H]1C[C@@H]2c3cc(NC(=O)C4CCC4)ccc3O[C@@H]2[C@@H](CO)O1 | 14 | .
C[C@@H]1CCCCO[C@H](CN(C)C)[C@H](C)CN([C@@H](C)CO)C(=O)c2cc(NC(=O)CCCN(C)C)ccc2O1 | 3 | .
CN(C)C(=O)[C@@]1(Cc2ccccc2N=[N+]=[N-])N=C(c2ccc(OCCCO)cc2)O[C@H]1c1ccccc1N=[N+]=[N-] | . | 7
Cc1ccc(S(=O)(=O)Nc2nc(C)c(NC(=O)Nc3ccc(Cl)cc3Cl)s2)cc1 | -1 | -5
CN(CC(=O)Nc1cccc2ccccc12)S(=O)(=O)c1ccc(F)cc1 | 3 | 0
COCCNCCn1cnc2c1c(=O)[nH]c(=O)n2C | 7 | 5
Cc1cc(C)c(OCC(=O)Nc2ncc(I)cc2C)c(Cl)c1 | 5 | 3
C[C@@H]1CN([C@@H](C)CO)C(=O)c2cc(NC(=O)Nc3cccc4ccccc34)ccc2O[C@@H]1CN(C)C(=O)NC1CCCCC1 | -14 | 1
C[C@H](CO)N1C[C@H](C)[C@@H](CN(C)C(=O)Nc2ccc3c(c2)OCO3)Oc2ccc(NC(=O)CCCN(C)C)cc2C1=O | 12 | .
COc1ccc(S(=O)(=O)N(C)C[C@H]2Oc3ccc(NS(=O)(=O)c4c(C)noc4C)cc3C(=O)N([C@@H](C)CO)C[C@@H]2C)cc1 | . | 0
C[C@H]1CN([C@@H](C)CO)C(=O)c2cc(NS(=O)(=O)c3ccc(Cl)cc3)ccc2O[C@@H]1CN(C)Cc1ccc(Cl)c(Cl)c1 | . | 5
C[C@H]1CN([C@@H](C)CO)C(=O)c2cc(NC(=O)NC3CCCCC3)ccc2O[C@H]1CN(C)Cc1ccc(C(F)(F)F)cc1 | . | 0
Cc1ccc(C)c(NC(=O)c2ccc(OCC(=O)Nc3cc(C(F)(F)F)ccc3Cl)cc2)c1 | -6 | 1
C[C@H]1CN([C@@H](C)CO)C(=O)c2cc(NC(=O)Nc3ccccc3)ccc2O[C@@H]1CN(C)Cc1ccc2c(c1)OCO2 | . | -1
CCOC(=O)C1(CCC#N)C(=O)C=C(c2ccc(OC)cc2)CC1c1ccc2ccccc2c1 (centres undefined) | -3 | .
Cc1cc(C)cc(OCC(=O)Nc2cc(-c3nc4cc(Cl)ccc4o3)ccc2C)c1 | -11 | -1
O=C(CN1CCN(S(=O)(=O)c2ccc3ccccc3c2)CC1)Nc1cc(Cl)ccc1Cl | 11 | 1
O=C(C[C@H]1C[C@H]2c3cc(NC(=O)C4CCOCC4)ccc3O[C@H]2[C@@H](CO)O1)NCc1cccc(F)c1 | 0 | .
COc1ccc(C2OCC3C(c4cc(OC)c5c(c4)OCO5)OCC23)cc1OC (centres undefined) | -4 | -2
COc1cccc2cc(C(=O)C3C(=O)C(=O)N(CCN4CCOCC4)C3c3cccc(Cl)c3)oc12 (centres undefined) | -8 | -5
C[C@H]1CN([C@@H](C)CO)C(=O)c2cccc(N(C)C)c2O[C@@H]1CN(C)Cc1ccc(Cl)c(Cl)c1 | 3 | .
C[C@@H]1CN([C@@H](C)CO)C(=O)c2cc(-c3cccnc3)cnc2O[C@@H]1CN(C)C(=O)Nc1ccc(F)cc1 | 8 | .
C[C@@H]1CCCCO[C@H](CN(C)C(=O)c2ccncc2)[C@@H](C)CN([C@@H](C)CO)C(=O)c2cc(NC(=O)Cc3ccccc3)ccc2O1 | 3 | .
Cc1cc(C(F)F)n2nc(C(=O)Nc3cnn(Cc4ccc(Cl)cc4Cl)c3)nc2n1 | 11 | -3
COc1ccc(CN(C)C[C@@H]2Oc3c(NC(=O)Nc4ccc(OC)cc4)cccc3C(=O)N([C@@H](C)CO)C[C@@H]2C)cc1 | 6 | .
COc1ccc(N(CC(=O)Nc2c(C)cc(C)cc2C)S(C)(=O)=O)cc1Cl | -3 | -1
C[C@@H]1CN([C@@H](C)CO)C(=O)c2cccc(NC(=O)c3cnccn3)c2O[C@@H]1CN(C)S(=O)(=O)c1cn(C)cn1 | 5 | .
C[C@@H]1CN([C@@H](C)CO)C(=O)Cc2cc(NC(=O)NC3CCCCC3)ccc2O[C@H]1CN(C)Cc1ccc(C(=O)O)cc1 | 8 | .
CCOc1c(S(=O)(=O)NCc2ccccn2)ccc(Cl)c1Cl | 9 | 0
C[C@H](CO)N1C[C@H](C)[C@@H](CN(C)Cc2ccc(-c3ccccc3)cc2)OCc2cn(nn2)CCCC1=O | . | -1
CC1CCc2c(sc3ncnc(SCC(=O)Nc4cccc(Cl)c4Cl)c23)C1 (centres undefined) | 1 | -5
C[C@H]1CN([C@@H](C)CO)C(=O)c2cc(C#CCN(C)C)cnc2O[C@@H]1CN(C)Cc1ccc(C(=O)O)cc1 | 1 | .
C[C@@H]1CN([C@H](C)CO)C(=O)Cc2cc(NC(=O)Nc3cccc4ccccc34)ccc2O[C@@H]1CN(C)CC1CC1 | 8 | .
C[C@H]1CN([C@@H](C)CO)C(=O)Cc2cc(NC(=O)C3CC3)ccc2O[C@@H]1CN(C)Cc1ccncc1 | 4 | -2
C[C@H]1CN([C@@H](C)CO)C(=O)c2cc(NC(=O)CCN3CCOCC3)ccc2O[C@@H]1CN(C)C | 4 | -2
CC(C)NC(=O)N(C)C[C@@H]1OCCCC[C@H](C)Oc2ccc(NS(=O)(=O)c3cccs3)cc2C(=O)N([C@@H](C)CO)C[C@@H]1C | -1 | .
CCC(=O)N(C)C[C@@H]1Oc2ncc(C#CC3(O)CCCC3)cc2C(=O)N([C@H](C)CO)C[C@@H]1C | 7 | .
O=C(O)CCn1cc(C(F)(F)F)ccc1=O | . | -2

Shown as a markdown table: 5 of the compounds above.
| structure | p53 PUMA act | STK33 inh |
| --- | --- | --- |
| CC1CCc2c(sc3ncnc(SCC(=O)Nc4cccc(Cl)c4Cl)c23)C1 (centres undefined) | 1 | -5 |
| C[C@H]1CN([C@@H](C)CO)C(=O)c2cc(C#CCN(C)C)cnc2O[C@@H]1CN(C)Cc1ccc(C(=O)O)cc1 | 1 | . |
| C[C@@H]1CN([C@H](C)CO)C(=O)Cc2cc(NC(=O)Nc3cccc4ccccc34)ccc2O[C@@H]1CN(C)CC1CC1 | 8 | . |
| C[C@H]1CN([C@@H](C)CO)C(=O)Cc2cc(NC(=O)C3CC3)ccc2O[C@@H]1CN(C)Cc1ccncc1 | 4 | -2 |
| C[C@H]1CN([C@@H](C)CO)C(=O)c2cc(NC(=O)CCN3CCOCC3)ccc2O[C@@H]1CN(C)C | 4 | -2 |
